Assay outcomes as filed in PubChem BioAssay.
CHT inh – inhibitors of human choline transporter CHT; actives 0.86% (n = 310,000); CHT-expressing cells, membrane potential dye, choline response; stronger effect = lower value; High affinity choline transporter 1 (Homo sapiens), Q9GZV3; B-score at 10 µM;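 active = B-score over 3 SD under the library average, and starting fluorescence ratio not unusually high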;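 note: choline stimulus applied at its EC90 after an EC20 pre-addition; B-score computed on integrated fluorescence ratio after choline addition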
Target sequence (Q9GZV3 whole entry, looked up): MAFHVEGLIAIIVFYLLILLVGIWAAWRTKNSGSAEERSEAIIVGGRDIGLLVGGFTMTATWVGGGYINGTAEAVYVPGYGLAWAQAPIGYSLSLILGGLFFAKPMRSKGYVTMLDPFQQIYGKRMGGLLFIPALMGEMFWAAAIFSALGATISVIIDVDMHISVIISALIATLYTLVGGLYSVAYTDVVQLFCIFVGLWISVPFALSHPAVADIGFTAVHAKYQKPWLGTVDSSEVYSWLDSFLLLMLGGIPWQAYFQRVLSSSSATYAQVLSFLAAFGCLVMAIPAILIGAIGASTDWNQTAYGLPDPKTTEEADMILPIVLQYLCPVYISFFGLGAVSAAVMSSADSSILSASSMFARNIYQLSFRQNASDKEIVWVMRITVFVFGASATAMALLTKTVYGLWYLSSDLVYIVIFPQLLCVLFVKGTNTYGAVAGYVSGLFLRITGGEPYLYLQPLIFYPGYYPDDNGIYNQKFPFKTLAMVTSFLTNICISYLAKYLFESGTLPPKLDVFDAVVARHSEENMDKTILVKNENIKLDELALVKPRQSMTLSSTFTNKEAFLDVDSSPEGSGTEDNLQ
CHT PAM – CHT positive allosteric modulators, primary screen, cell-based, membrane potential dye, choline EC20 | CHT-expressing cells; stronger effect = higher value; LV-AA mutant CHT in HEK293 cells | actives 0.49% (n = 310,000) | B-score at 10 µM | AID 488977, 2010;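 active = initial fluorescence not abnormally high and integrated response B-score, plate-corrected, over 3 SD above library mean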
* marks the source's active call; other numbers are inactive results; i = inactive.

SMILES	CHT inh	CHT PAM
Cc1ccnc(NC(=O)CNC(=O)c2ccccc2)c1	i	i
COC(=O)c1cc(COC(=O)COc2ccc(C)c(C)c2)oc1C	i	i
O=c1[nH]c(NC2CCCCC2)c([N+](=O)[O-])c(=O)[nH]1	i	i
COc1ccc(S(=O)(=O)Nc2ccccc2C(=O)NCc2ccco2)cc1Br	i	i
COc1ccccc1/C=C/C(=O)NC(=S)N1CCOCC1	i	i
CC(C)[C@H](NC(=O)N1CC(=O)Nc2ccccc21)C(=O)N[C@@H](C(=O)O)c1ccccc1	i	i
Cc1ccc(CN(Cc2ccccn2)C(=O)Nc2ccc(C)c(C)c2)cc1	i	i
CN(CC(=O)Nc1ccc(N2CCOCC2)cc1)C(=O)CCCOc1ccc(Cl)cc1Cl	i	i
CC(=O)c1ccccc1N(C(=O)c1ccco1)C(C(=O)NC1CCCC1)c1ccc(N2CCOCC2)cc1 (stereo not given)	i	i
Cc1nnsc1SCCNC(=O)c1ccc(F)cc1	i	i
Cc1ccc(C(=O)COC(=O)CCN2C(=O)C3C4C=CC(C5CC45)C3C2=O)cc1 (stereo not given)	i	i
Cc1ccc(S(=O)(=O)C(C)C(=O)c2ccc3c(c2)OCCO3)cc1 (stereo not given)	i	i
CCn1cc(C(=O)NCc2ccccc2OC)c(=O)c2ccc(C)nc21	i	i
Cc1cc(C)n(-c2ccc(NC(=O)C3CCN(Cc4ccc(C)o4)CC3)cc2)n1	i	i
COC(=O)C1=C(C(=O)c2ccccc2)C(c2ccc(O)c(OC)c2)n2nnnc2N1 (stereo not given)	i	i
Cc1ccc(CN(C)C(=O)c2cc(Br)c(Br)s2)o1	i	i
C=CCNC(=S)NNC(=O)c1ccc(=O)n(Cc2ccc(Cl)cc2Cl)c1	i	i
N=c1n(CC(=O)c2ccc(Br)s2)c2ccccc2n1Cc1ccccc1	i	i
COc1ccc(C(C(=O)NC(C)(C)C)N(Cc2ccc(F)cc2)C(=O)CCC(=O)Nc2cc(C)on2)cc1 (stereo not given)	i	i
O=C(O)Cc1csc2ccccc12	i	i
O=C(NC1CC2CCC1C2)c1ccc(CN2CCOCC2)cc1 (stereo not given)	i	i
COc1ccc(CC(=O)Nc2ccc(S(=O)(=O)Nc3ncccn3)cc2)cc1	i	i
CN1CCN(C(=O)c2cc(COc3c(F)cccc3F)on2)CC1c1ccccc1 (stereo not given)	i	i
Cc1ccc(S(=O)(=O)NC(CC(=O)O)c2ccco2)cc1 (stereo not given)	i	i
CN(NS(=O)(=O)c1ccc(Cl)cc1)c1ncc(C(F)(F)F)cc1Cl	i	i

Single records (already shown). Screens in order: CHT inh | CHT PAM
`COc1ccc(S(=O)(=O)Nc2ccccc2C(=O)NCc2ccco2)cc1Br` reads i | i
`Cc1ccnc(NC(=O)CNC(=O)c2ccccc2)c1` reads i | i
`O=c1[nH]c(NC2CCCCC2)c([N+](=O)[O-])c(=O)[nH]1` reads i | i

The list continues.
SMILES	CHT inh	CHT PAM
O=C1CC(=O)N(c2cccc(F)c2)N1	i	i
O=S1(=O)CC(O)C(N=Nc2c(O)n(Cc3ccccc3)c3ccccc23)C1 (stereo not given)	i	i
Cc1cc2cc(CNC(=S)Nc3ccc(OC(F)(F)F)cc3)ccc2[nH]1	i	i
CCOC(=O)N1CCN(C(=O)c2cc3c(s2)-c2ccccc2OC3)CC1	i	i
CCCCC1NC(C(=O)O)CS1 (stereo not given)	i	i
Cc1noc(C)c1C(=O)NNc1cc(Cl)ccc1Cl	i	i
COc1cccc(C(=O)NCCS(=O)(=O)NCCc2ccc(OC)c(OC)c2)c1	i	i
C#CCOCCOCCOCCNc1nc(N2CCN(C(=O)[C@H]([C@@H](C)CC)n3cc(CCCCN)nn3)CC2)nc(N2CCN(C(=O)[C@H](C)n3cc(CCC(=O)O)nn3)CC2)n1	i	i
CNC(=O)CC1C(=O)N(C)C(=S)N1NC(=O)c1ccccc1 (stereo not given)	i	i
Cc1ccc(N2C(=O)NC(NC(=O)C(C)(C)C)(C(F)(F)F)C2=O)cc1 (stereo not given)	i	i
CN(C)c1nn(C(=O)Nc2cccc(C(F)(F)F)c2)cc1-c1ccccc1	i	i
Clc1ccc(CNc2cnccn2)cc1	i	i
CCC(=O)Nc1ccccc1C(=O)NC1CCCCC1	i	i
CC(=O)c1ccc(NC(=O)C2(c3ccccc3)CC2(Cl)Cl)cc1 (stereo not given)	i	i
Nc1ccc2c(C(F)(F)F)cc(C(F)(F)F)nc2n1	i	i
COC(=O)CCN(C(=O)c1ccc(N2CCCC2)c([N+](=O)[O-])c1)c1ccccn1	i	i
O=C(CC1SC(=NCC2CCCO2)NC1=O)Nc1cccc2ccccc12 (stereo not given)	i	i
COc1ccc(Oc2cccc(Cl)c2CNC(=O)CCCC(=O)O)cc1	i	i
COC(=O)c1cc(S(=O)(=O)NC2CCN(Cc3ccccc3)CC2)cn1C	i	i
CCc1nn2c(N(C)CCO)cc(C)nc2c1-c1ccc(F)cc1	i	i
CC(=O)Nc1ccc(NC(=O)C2CCCN2C(=O)Nc2ccc(F)cc2)cc1 (stereo not given)	i	i
O=C1c2cccnc2C(=O)N1Cc1ccc(S(=O)(=O)N2CCOc3ccc(Cl)cc32)cc1	-5.05*	i
CC(C)OC(=O)c1nnn(-c2nonc2N)c1CSc1ccccn1	i	i
CCC1(C)NC(=O)N(CC(=O)N2N=C(c3ccccc3)CC2c2ccc(OC)cc2)C1=O (stereo not given)	i	i
Cc1ccc(NC(=O)CN(C)C(=O)c2sc3cc(Cl)ccc3c2Cl)cc1	i	i

Marked active in CHT inh, among the entries above:
Structure | CHT inh
O=C1c2cccnc2C(=O)N1Cc1ccc(S(=O)(=O)N2CCOc3ccc(Cl)cc32)cc1 | -5.05*

Continuation.
SMILES	CHT inh	CHT PAM
CCCCCCn1c(CN2CCN(C(=O)c3ccco3)CC2)nc2c1c(=O)n(C)c(=O)n2C	i	i
O=C(O)c1ccc(-c2noc(-c3cccc(F)c3)n2)cc1	i	i
Cn1nc([N+](=O)[O-])nc1Oc1ccccc1N	i	i
CN(C)CCn1c(NCc2ccc3c(c2)OCO3)nc2ccccc21	i	i
COCCNC(=O)c1cc(-c2ccccc2)nn1CC1CC(c2cccnc2)=NO1 (stereo not given)	i	i
CC[n+]1c(-c2ccc(C)cc2)csc1Nc1c(C)n(C)n(-c2ccccc2)c1=O	i	i
Cc1ccc(C(=O)NCCc2cccc(Cl)c2)cc1[N+](=O)[O-]	i	i
CN1CCN(C(=O)CCN2C(=O)/C(=C/c3ccccc3Cl)SC2=S)CC1	i	i
O=S(=O)(c1ccc(C2=CSC3=NCCN23)cc1)N1CCOCC1	i	6.32*
O=C(Nc1ccc2c(c1)Cc1ccccc1-2)c1ccccc1F	i	i
COCCn1c(N2CCCC2)nc2c1c(=O)[nH]c(=O)n2C	i	i
C=CCOCCN(CCOCC=C)C1=NS(=O)(=O)c2ccccc21	i	i
COc1ccccc1NC(=O)CCC(=O)Nc1ccccc1OC	i	i
CCCCCc1nc2c(c(=O)c3ccccc3n2C)c(=O)n1Cc1ccc(OC)cc1	i	i
Cc1[nH]c2ccccc2c1C(=O)CSc1nc2ccccc2c(=O)n1CCCN1CCOCC1	i	i
C=CCNC(=S)Nc1cc(S(=O)(=O)N2CCOCC2)ccc1-n1cncn1	i	i
Nc1nc(NCC(=O)O)nc(N2CCCCCC2)c1[N+](=O)[O-]	i	i
CCc1nnc(NC(=O)CCC(=O)N2CCN(C3CCCCC3)CC2)s1	i	i
Cc1cccc(CN2CCC(C(=O)Nc3ccc(-n4nc(C)cc4C)cc3)CC2)n1	i	i
CO/N=C/c1ccc(N2CCN(C(=O)c3ccc(C)cc3)CC2)c([N+](=O)[O-])c1	i	i
CC1(C)CC(=O)C(N=Nc2c(F)cccc2F)=C(O)C1	i	i
NC(=O)CC(NC(=O)Cc1ccc(Cl)cc1)c1ccc(NC2CCCCCC2)c([N+](=O)[O-])c1 (stereo not given)	i	i
COc1ccc(CCNC(=O)c2ccco2)cc1OC	i	i
CCOC(=O)c1[nH]c(C)c(C(=O)NCC2CCCO2)c1C (stereo not given)	i	i
CC(C)c1cc(=O)n2[nH]c(SCc3ccc(Cl)cc3)nc2n1	i	i

Carrying on.
SMILES	CHT inh	CHT PAM
Nc1cc([N+](=O)[O-])cc2oc(-c3ccccc3)cc12	i	i
C=CC[N+](C)(C)CC(=O)OCc1ccccc1	i	i
Cc1ccc(C2C(C(=O)c3ccco3)=C(O)C(=O)N2c2ncccn2)cc1 (stereo not given)	i	i
CCOC(=O)C1Cn2c(nc3c(c2=O)C(C)(CC)Cc2ccccc2-3)S1 (stereo not given)	i	i
Cc1ccc(SCc2c(C#N)c3ccccc3n2C)cc1	i	i
Cc1ccc([N+](=O)[O-])c(OCCN2CCc3ccccc3C2)c1	i	i
CCC(=O)Nc1cc(C)c(NC(=O)c2ccco2)cn1	i	i
CSC1=N/C(=C\c2ccccc2)C(=O)N1C	i	i
O=C(C1CCN(C2CCN(CC3CC=CCC3)CC2)CC1)N1CCOCC1 (stereo not given)	i	i
COc1ccc(N2CCN(C(=S)Nc3cccc(OC)c3)CC2)cc1	i	i
CCCCC(=O)Nc1nn(C)c2nc3c(C)cccc3cc12	i	i
O=C(c1ccc(-n2cncn2)c([N+](=O)[O-])c1)N1CCN(S(=O)(=O)c2c(F)cccc2F)CC1	i	i
Cc1ccc(-n2c(=O)[nH]c3c(C(N)=O)nc(CC(C)C)nc32)cc1	i	i
Nc1cc(-c2ccccc2)nn1S(=O)(=O)c1ccc(Br)cc1	i	i
O=S(=O)(Nc1cccc2c1CCCC2)c1cccc(C(F)(F)F)c1	i	i
O=C(CCS(=O)(=O)c1cccc2nsnc12)NCc1ccccc1	i	i
CCOc1ccccc1NC(=O)C1=C(C)NC(=S)NC1c1cccs1 (stereo not given)	i	i
O=C(c1ccco1)N1CCN(C(=O)c2cc3cc([N+](=O)[O-])ccc3oc2=O)CC1	i	i
O=C(Cc1ccc(Cl)cc1)Nc1cccc(S(=O)(=O)Nc2ccccc2F)c1	i	i
O=C(COc1cccc2ccccc12)NNC(=O)c1cccs1	i	i
CN1CCN(C(=O)c2cc(Cl)ccc2Cl)CC1	i	i
CN(CC(=O)NCc1ccccc1)S(=O)(=O)c1ccc2c(c1)CCC(=O)N2	i	i
CCC1CCCCN1C(=O)CCCOc1ccccc1 (stereo not given)	i	i
CCN1CCCC1CNCc1ccc(OCc2ccc(Cl)nc2)c(OC)c1 (stereo not given)	i	i
CCOc1cc(NS(=O)(=O)c2ccccc2)c(OCC)cc1NC(=O)c1ccco1	i	i

New compounds follow
SMILES	CHT inh	CHT PAM
CCOc1ccccc1N1CCN(C(=O)c2cc(-c3cc(OC)ccc3OC)nc3ccccc23)CC1	i	i
Clc1ccc2nc(CSc3ncn[nH]3)cn2c1	i	i
O=C(Nc1ccc(S(=O)(=O)Nc2cnc3ccccc3n2)cc1)c1ccc(Cl)cc1Cl	-12.6*	i
O=C1CSC(=Nc2cccc(Cl)c2Cl)N1Cc1cccnc1	i	i
Cc1cc(C(=O)CS(=O)(=O)c2ccccc2)cc(C)c1O	i	i
CC(C)(C)NC(=O)C(=O)NCCC1=CCCCC1	i	i
CC1=CC(C)(C)N=C(Nc2ccc(C)cc2)S1	i	i
CC(C)CNS(=O)(=O)c1ccc(CCC(=O)NCC2CCCO2)cc1 (stereo not given)	i	i
COc1ccc(S(=O)(=O)N2CCCC2CNC(=O)C(=O)NCc2ccco2)cc1 (stereo not given)	i	i
Cc1cc(=O)[nH]c(N/N=C/c2ccc([N+](=O)[O-])cc2)n1	i	i
Cc1sc(NC(=O)c2ccco2)nc1-c1ccc2c(c1)CC(C)N2C(=O)C1CC1 (stereo not given)	i	i
c1ccc2c(c1)nc1n2CN(Cc2ccc3c(c2)OCO3)CN1	i	i
O=C(C1CC(=O)N(C2CCCC2)C1)N1CCN(c2cccc(Cl)c2)CC1 (stereo not given)	i	i
O=C(Cc1ccccc1)N/N=C/c1cc(Br)cs1	i	i
CC(=O)c1cccc(S(=O)(=O)NC(C)C2CC3CCC2C3)c1 (stereo not given)	i	i
C=CCNC(=O)COC(=O)c1ccc(C)c(NC(=O)c2ccco2)c1	i	i
CC(=O)Nc1nc(=S)ss1	i	i
O=C(O)c1cc(NC(=O)c2cccc(N3C(=O)c4ccccc4C3=O)c2)cc(C(=O)O)c1	i	i
CN(C)c1ccc(NC(=O)CSc2nnc(-c3ccco3)c(-c3ccco3)n2)cc1	i	i
O=C1C(C=NCCCN2CCCC2=O)=C(O)c2ccccc21	i	i
O=C(CCc1ccc(S(=O)(=O)N2CCOCC2)cc1)N1CCc2ccccc2C1	-5.76*	i
Cc1cc(C)n(S(=O)(=O)c2ccc3oc(=O)ccc3c2)n1	i	i
Cc1ccccc1NC(=O)C1CC(=O)n2ncnc2N1 (stereo not given)	i	i
O=C(c1nnc(-c2ccccc2)o1)C1CC1	i	i

3 compounds out of the list above, arranged by the value under CHT inh, highest first:
compound | CHT inh
O=C1c2cccnc2C(=O)N1Cc1ccc(S(=O)(=O)N2CCOc3ccc(Cl)cc32)cc1 | -5.05*
O=C(CCc1ccc(S(=O)(=O)N2CCOCC2)cc1)N1CCc2ccccc2C1 | -5.76*
O=C(Nc1ccc(S(=O)(=O)Nc2cnc3ccccc3n2)cc1)c1ccc(Cl)cc1Cl | -12.6*

Structures above that contain two or more sulfur atoms (7):
SMILES	CHT inh	CHT PAM
Cc1nnsc1SCCNC(=O)c1ccc(F)cc1	i	i
CN1CCN(C(=O)CCN2C(=O)/C(=C/c3ccccc3Cl)SC2=S)CC1	i	i
O=S(=O)(c1ccc(C2=CSC3=NCCN23)cc1)N1CCOCC1	i	6.32*
C=CCNC(=S)Nc1cc(S(=O)(=O)N2CCOCC2)ccc1-n1cncn1	i	i
O=C(CCS(=O)(=O)c1cccc2nsnc12)NCc1ccccc1	i	i
CCOc1ccccc1NC(=O)C1=C(C)NC(=S)NC1c1cccs1 (stereo not given)	i	i
CC(=O)Nc1nc(=S)ss1	i	i
